LMNA splice mod – modulators of lamin A splicing. Potency, µM (doses to about 46.1 µM), for the others: at the top dose ratio change, negative = inhibition, most hits filed as inhibitors. HeLa LMNA splicing GFP/RFP minigene ratio, 48 h. 0.01% of 200,000 active; active = well fitted inhibition curve with a large enough effect in the signal ratio, with a control signal flat, not every such curve was filed as active; inconclusive = small, poorly fitted or top-dose-only effect, or effect the other way, or a change in a side signal; the % refers to the signal ratio
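S3 HeLa stable clones carrying a lamin A-EGFP splicing minigene plus DsRed2 were seeded at 600 cells/well in Opti-MEM with 2% FBS, pin-dosed and incubated 48 h at 37°C. Acumen cytometry (488 nm) gave the GFP/RFP total-intensity ratio.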
GAA glycogen mod – inhibitors or activators of human alpha-glucosidase glycogen cleavage; AID 2100; 0.38% of 300,000 active; Potency, µM (titrated, usually from 76.4 µM), without a hit: at the top dose activity change, negative = inhibition, usual class: inhibitors; recombinant GAA, glycogen substrate, Amplex Red glucose oxidase fluorescence; active = well fitted inhibition curve with a large enough effect; inconclusive = small, poorly fitted or top-dose-only effect, or another doubt; inactive = no such curve, though single readings can be large or run the other way;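 also: 0% = full enzyme reaction and -100% = no-enzyme basal signal; the screen sought inhibitors and activators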
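Recombinant human enzyme (4 nM); glycogen substrate; 37 C, 40 min, pH 5.0. Readout: coupled glucose oxidase/Amplex Red fluorescence.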
Starred values were filed as active, the others as inactive; & = joins results of further samples; [ ] = remark or other dose. Unless noted, % is scaled to controls: 0 for no effect and ±100 for the full control effect; potency is read from the fitted curve at half-maximal effect. Not all compounds are listed; rates above refer to the full screens.

For Cc1cccc(N2CCN(C(=O)Cn3c(=O)c4cccn4c4ccc(F)cc43)CC2C)c1 (stereo not given) the results were LMNA splice mod 0%[46 µM] and GAA glycogen mod 3%[76.3 µM].
For COc1cccc(NC(=O)CSc2nc3ccc(NC(=O)c4cccs4)cc3s2)c1 the results were LMNA splice mod inconclusive and GAA glycogen mod 10%[76.3 µM].
For Cc1ccccc1OCC(=O)Nc1nnc(S(=O)(=O)N(C)c2ccccc2)s1 the results were LMNA splice mod 14%[46 µM] and GAA glycogen mod 6%[76.3 µM].
CCC(Cc1ccccc1)NC(=O)CCS(=O)(=O)c1cc2c(cc1Cl)NC(=O)CO2 (stereo not given) was read as LMNA splice mod 6%[46 µM] and GAA glycogen mod 17%[76.3 µM].
CCc1ccc(NC(=O)C(=O)NCC(c2cccnc2)N2CCN(c3ccc(F)cc3)CC2)cc1 (stereo not given) was read as LMNA splice mod inconclusive and GAA glycogen mod 2%[76.3 µM].
For COc1ccccc1NS(=O)(=O)c1cc2c(cc1Cl)NC(=O)CO2 the results were LMNA splice mod 9%[46 µM] and GAA glycogen mod 5%[76.3 µM].
`COc1ccc(C)cc1NC(=O)N1CCC(CN2CCC(C)CC2)CC1` gave LMNA splice mod 8%[46 µM] and GAA glycogen mod 11%[76.3 µM].
Screening CCCS(=O)(=O)N1CC(=O)N(c2cc(C)ccc2C)C(C)(C(=O)NC2CCCCCC2)C1 (stereo not given) returned LMNA splice mod inconclusive and GAA glycogen mod 2%[76.3 µM].
`Cc1ccc(N(C)C(=O)CC(C)S(=O)(=O)c2ccc3c(c2)NC(=O)CO3)cc1` (stereo not given) gave LMNA splice mod 4%[46 µM] and GAA glycogen mod -4%&-3%[76.3 µM].
For CCOC(=O)N1CCN(C(=O)c2ccc3c(c2)N(Cc2cccc(Cl)c2)C(=O)c2ccccc2S3=O)CC1 (stereo not given) the results were LMNA splice mod inconclusive and GAA glycogen mod -3%[76.3 µM].
For CSc1nc(C)cc(Nc2c(C)cc(C)cc2C)n1 the results were LMNA splice mod 5%[46 µM] and GAA glycogen mod 9%[76.3 µM].
COc1ccc(NC(=O)Cn2c(SCc3ccc(F)cc3)nc3cccnc32)cc1OC was read as LMNA splice mod 18%[46 µM] and GAA glycogen mod 6%[76.3 µM].
For CCCS(=O)(=O)N1CC(=O)N(c2cccc(Cl)c2C)C(C)(C(=O)NC2CCCC2)C1 (stereo not given) the results were LMNA splice mod 14%[46 µM] and GAA glycogen mod 8%[76.3 µM].
For COc1cc(Cl)c(NC(=O)CC(C)S(=O)(=O)c2cc3c(cc2C)NC(=O)CO3)c(OC)c1 (stereo not given) the results were LMNA splice mod -1%[46 µM] and GAA glycogen mod -6%[76.3 µM].
Screening Cc1ccc(NS(=O)(=O)c2cc3[nH]c(=O)c(=O)[nH]c3cc2C)cc1Cl returned LMNA splice mod inconclusive and GAA glycogen mod 8%[76.3 µM].
For CCCCCn1c(=O)c2c(nc3n2CCN3c2ccc(Br)cc2)n(C)c1=O the results were LMNA splice mod inconclusive and GAA glycogen mod -12%[76.3 µM].
Screening COc1ccc(Cn2ccnc2SCC(=O)Nc2nnc(C)s2)cc1 returned LMNA splice mod -11%[46 µM] and GAA glycogen mod -13%[76.3 µM].
For O=C(CSc1nnc(-c2ccccc2F)o1)Nc1ccccc1Cl the results were LMNA splice mod 9%[46 µM] and GAA glycogen mod 0%[76.3 µM].
For CC(CNC(=O)CN1C(=O)c2cccnc2Oc2ccc(Cl)cc21)c1ccccc1 (stereo not given) the results were LMNA splice mod 16%[46 µM] and GAA glycogen mod -7%&14%[76.3 µM].
For CCCn1c2ccccc2c2cnn(CC(=O)N(CC)c3cc(C)ccc3C)c(=O)c21 the results were LMNA splice mod inconclusive and GAA glycogen mod -22%[76.3 µM].
Screening CN(C(=O)CSc1nnc(-c2ccc([N+](=O)[O-])cc2)o1)c1ccccc1 returned LMNA splice mod -2%[46 µM] and GAA glycogen mod 3%[76.3 µM].
COc1cccc(CNC(=O)c2ccc3c(c2)sc2nc(-c4ccccc4)cn23)c1OC was read as LMNA splice mod -3%[46 µM] and GAA glycogen mod -12%[76.3 µM].
Screening CCC1CN(C(=O)NCc2ccc(F)cc2)c2cc(Cl)ccc2O1 (stereo not given) returned LMNA splice mod 9%[46 µM] and GAA glycogen mod 1%.
CCN(Cc1ccccc1)C(=O)c1cn(-c2cccc(OC)c2)c(=O)c2ccccc12 was read as LMNA splice mod 17%[46 µM] and GAA glycogen mod 14%[76.3 µM].
CC(=O)c1cccc(NC(=O)c2oc3c(c2C)-c2nn(Cc4ccc(Cl)cc4)cc2CC3)c1 was read as LMNA splice mod 26%[46 µM] and GAA glycogen mod -6%[76.3 µM].
Cc1ccc2onc(CC(=O)N3CCN(c4cccc(Cl)c4)CC3)c2c1 was read as LMNA splice mod inconclusive and GAA glycogen mod -20%[76.3 µM].
For Cc1cc(C)nc(-n2nc(C)c3c2NC(=O)CC3c2cccc(O)c2)n1 (stereo not given) the results were LMNA splice mod inconclusive and GAA glycogen mod -1%[76.3 µM].
CC(=O)c1[nH]c(C)c(C(=O)NCc2ccc(Cl)cc2)c1C was read as LMNA splice mod -2%[46 µM] and GAA glycogen mod -10%[76.3 µM].
Screening O=C(Nc1nnc(S(=O)(=O)N2CCCCCC2)s1)c1ccccc1Br returned LMNA splice mod 19%[46 µM] and GAA glycogen mod -9%&8%[76.3 µM].
O=C(Nc1ccc(Cl)cc1)N1CCC(CN2CCCC2)CC1 was read as LMNA splice mod 7%[46 µM] and GAA glycogen mod -3%[76.3 µM].
Screening Cc1cccc(CNC(=O)c2ccc(Cn3c(SCc4ccccc4)nc4cccnc43)cc2)c1 returned LMNA splice mod -21%[46 µM] and GAA glycogen mod 1%[76.3 µM].
Cc1ccc(CNc2oc(-c3ccc(COc4ccc(C)cc4)o3)nc2C#N)cc1 was read as LMNA splice mod 13%[46 µM] and GAA glycogen mod inconclusive.
For COc1cc(CNc2ccc3[nH]c(=O)[nH]c3c2)ccc1OCc1ccc(F)cc1Cl the results were LMNA splice mod inconclusive and GAA glycogen mod inconclusive.
`CSc1ncc(C(=O)NCc2cccc(Br)c2)c(-c2ccccc2)n1` gave LMNA splice mod 14%[46 µM] and GAA glycogen mod -17%[76.3 µM].
Screening COc1ccc(S(=O)(=O)N2CCN(C(=O)c3cc(-c4ccc(Br)cc4)n[nH]3)CC2)cc1OC returned LMNA splice mod inconclusive and GAA glycogen mod -17%[76.3 µM].
COc1ccc(CNc2n[nH]c(-c3ccco3)n2)cc1OC was read as LMNA splice mod 1%[46 µM] and GAA glycogen mod 15%[76.3 µM].
For CCCS(=O)(=O)N1CC(=O)N(c2cccc(F)c2)C(C)(C(=O)NC2CCCCCC2)C1 (stereo not given) the results were LMNA splice mod 20%[46 µM] and GAA glycogen mod 20%[76.3 µM].
`Cc1cc(C)c(Nc2nc3ccccc3n3c(C)nnc23)c(C)c1` gave LMNA splice mod 11%[46 µM] and GAA glycogen mod -2%[76.3 µM].
CCCS(=O)(=O)N1CC(=O)N(c2ccc(Cl)cc2C)C(C)(C(=O)NC2CCCC2)C1 (stereo not given) was read as LMNA splice mod -9%[46 µM] and GAA glycogen mod -2%[76.3 µM].
Screening COc1ccc(C(=O)Nc2nnc(S(=O)(=O)N3CCCc4ccccc43)s2)cc1 returned LMNA splice mod 9%[46 µM] and GAA glycogen mod 6%[76.3 µM].
COc1ccc(CC(=O)Nc2cc(-c3nc4cccnc4s3)ccc2C)cc1 was read as LMNA splice mod inconclusive and GAA glycogen mod 6%[76.3 µM].
Screening CCCn1c2ccccc2c2cnn(CC(=O)NCc3cc(OC)ccc3OC)c(=O)c21 returned LMNA splice mod 30%[46 µM] and GAA glycogen mod 12%[76.3 µM].
For CCOc1ccc(C2CC(=O)NC(NC(=O)c3ccc(C)cc3)=N2)cc1 (stereo not given) the results were LMNA splice mod -2%[46 µM] and GAA glycogen mod 1%[76.3 µM].
Screening Cc1ccc(NS(=O)(=O)c2ccc3[nH]c4c(c3c2)CCCC4)cc1N(C)C returned LMNA splice mod inconclusive and GAA glycogen mod 0%[76.3 µM].
`Cc1cccc(OCC(=O)Nc2ccc3nc(Nc4cccc(Cl)c4)cc(C)c3c2)c1` gave LMNA splice mod inconclusive and GAA glycogen mod -11%[76.3 µM].
For COc1cc(NS(=O)(=O)c2cc3c(cc2C)N(C)CCO3)cc(OC)c1OC the results were LMNA splice mod -9%[46 µM] and GAA glycogen mod 11%[76.3 µM].
Screening CCC(=O)Nc1ccc2nc(SCc3ccc(C)cc3)sc2c1 returned LMNA splice mod 1%[46 µM] and GAA glycogen mod 12%[76.3 µM].
For Cc1cccc(NS(=O)(=O)c2ccc3[nH]c(=O)ccc3c2)c1C the results were LMNA splice mod 4%[46 µM] and GAA glycogen mod 2%[76.3 µM].
For CCC(=O)Nc1ccc2nc(SCCOc3ccc(C)cc3OC)sc2c1 the results were LMNA splice mod inconclusive and GAA glycogen mod 11%[76.3 µM].
For Cc1ccc(CNC(=O)Cn2ccn(-c3ccc(C)c(C)c3)c(=O)c2=O)cc1 the results were LMNA splice mod inconclusive and GAA glycogen mod 8%[76.3 µM].
Screening Cc1ccc(-c2[nH]c3c(c2-c2c(-n4cccc4)n(C)c(=O)[nH]c2=O)c(=O)[nH]c(=O)n3C)cc1 returned LMNA splice mod 9%[46 µM] and GAA glycogen mod -2%[76.3 µM].
`CCCCN(CC)CCNC(=O)c1nn(C)c2c1CS(=O)(=O)c1ccccc1-2` gave LMNA splice mod -6%[46 µM] and GAA glycogen mod 7%[76.3 µM].
Screening CC(=O)Nc1nonc1-c1nnc(SCc2cccc(Br)c2)n1C returned LMNA splice mod inconclusive and GAA glycogen mod 0%[76.3 µM].
For CCn1c(CN2CCCCC2)nc2cc(NC(=O)COc3ccccc3C(C)(C)C)ccc21 the results were LMNA splice mod 0%[46 µM] and GAA glycogen mod 6%[76.3 µM].
For O=C(Cn1cc(S(=O)(=O)Cc2ccc(F)cc2)c2ccccc21)NCc1ccccc1 the results were LMNA splice mod 4%[46 µM] and GAA glycogen mod 2%[76.3 µM].
For CCN(Cc1ccccc1)C(=O)c1nc(-c2cccc(F)c2)n2c1CCCCC2 the results were LMNA splice mod 0%[46 µM] and GAA glycogen mod -1%[76.3 µM].
For COc1ccc(C(=O)Nc2ccc3nc(SCC(=O)N4CCCC4)sc3c2)cc1 the results were LMNA splice mod inconclusive and GAA glycogen mod -9%[76.3 µM].
Screening O=C(c1ccc(Br)cc1)N1CCN(CCc2ccncc2)CC1 returned LMNA splice mod 7%[46 µM] and GAA glycogen mod 18%[76.3 µM].
CC(=O)N1CCOc2cc(S(=O)(=O)NCc3ccccc3Cl)c(Cl)cc21 was read as LMNA splice mod -2%[46 µM] and GAA glycogen mod 13%[76.3 µM].
For O=C(Cn1cc(S(=O)(=O)Cc2ccccc2F)c2ccccc21)Nc1ccc(F)c(Cl)c1 the results were LMNA splice mod -16%[46 µM] and GAA glycogen mod 4%[76.3 µM].

Copied from the listing (4 entries):
For COc1ccc(C(=O)Nc2ccc3nc(SCC(=O)N4CCCC4)sc3c2)cc1 the results were LMNA splice mod inconclusive and GAA glycogen mod -9%[76.3 µM].
Screening O=C(c1ccc(Br)cc1)N1CCN(CCc2ccncc2)CC1 returned LMNA splice mod 7%[46 µM] and GAA glycogen mod 18%[76.3 µM].
CC(=O)N1CCOc2cc(S(=O)(=O)NCc3ccccc3Cl)c(Cl)cc21 was read as LMNA splice mod -2%[46 µM] and GAA glycogen mod 13%[76.3 µM].
For O=C(Cn1cc(S(=O)(=O)Cc2ccccc2F)c2ccccc21)Nc1ccc(F)c(Cl)c1 the results were LMNA splice mod -16%[46 µM] and GAA glycogen mod 4%[76.3 µM].

The listing picks up, repeating the three entries before the break.
Screening O=C(c1ccc(Br)cc1)N1CCN(CCc2ccncc2)CC1 returned LMNA splice mod 7%[46 µM] and GAA glycogen mod 18%[76.3 µM].
CC(=O)N1CCOc2cc(S(=O)(=O)NCc3ccccc3Cl)c(Cl)cc21 was read as LMNA splice mod -2%[46 µM] and GAA glycogen mod 13%[76.3 µM].
For O=C(Cn1cc(S(=O)(=O)Cc2ccccc2F)c2ccccc21)Nc1ccc(F)c(Cl)c1 the results were LMNA splice mod -16%[46 µM] and GAA glycogen mod 4%[76.3 µM].
`Cc1cc(C)nc(-n2nc(C)c3c2N(Cc2ccccc2)C(=O)CC3c2ccc(Cl)cc2)n1` (stereo not given) gave LMNA splice mod 23%[46 µM] and GAA glycogen mod 14%[76.3 µM].
`C=C(C)Cn1c(=O)c2c(nc3n2CCN3c2ccc(F)cc2)n(C)c1=O` gave LMNA splice mod 2%[46 µM] and GAA glycogen mod 3%[76.3 µM].
`Cc1cc(C)nc(-n2nc(C)c3c2NC(=O)CC3c2cc(F)ccc2F)n1` (stereo not given) gave LMNA splice mod -10%[46 µM] and GAA glycogen mod -4%[76.3 µM].
`Cc1ccc(CNc2nc(-c3ccco3)nn2C(=O)c2ccccc2[N+](=O)[O-])cc1` gave LMNA splice mod -1%[46 µM] and GAA glycogen mod 8%[76.3 µM].
Screening O=C(COc1ccccc1Cl)Nc1nnc(S(=O)(=O)N2CCCC2)s1 returned LMNA splice mod 15%[46 µM] and GAA glycogen mod 7%[76.3 µM].

Compound activity from PubChem.
